Bioassay records as filed in PubChem BioAssay.
LYPLA2 inh = LYPLA2 (human) inhibition in PME1 counter-screen; 0.38% of 320,000 active; AID 2177; inhibition, % at 5.9 µM; recombinant LYPLA2, FP-Rh probe fluorescence polarization;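 active = inhibition above the screen-wide mean plus 3 SD, limit set per campaign, cut at about 26% in these data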;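 also: 0% = LYPLA2 with DMSO and 100% = wells lacking LYPLA2 enzyme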
PME-1 inh = blocks human protein phosphatase methylesterase 1; Q9Y570; recombinant PME-1, FP-Rh probe fluorescence polarization; inhibition, % at 5.9 µM; 0.53% of 320,000 active; AID 2130;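 active = inhibition above the campaign mean of all compounds plus 3 SD, cut at about 26% in these data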;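 also: competitive labeling of PME-1 active site by serine hydrolase directed probe; 0% = PME-1 with DMSO and 100% = wells lacking PME-1 enzyme; inhibitors block probe labeling so polarization falls and inhibition rises; many of its hits are not listed in these tables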
PAFAH1B2 inh = PAFAH1B2 (human) inhibition; 1.2% of 340,000 active; AID 492953; P68402; recombinant PAFAH1B2, FP-rhodamine activity probe, fluorescence polarization; inhibition, % at 3.39 µM;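 active = inhibition above the mean of all tested compounds plus 3 SD, cut at about 24% in these data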;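 also: 0% = enzyme with DMSO and 100% = wells lacking PAFAH1B2; many of its hits are not listed in these tables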
pPAFAH FP inh = inhibitors of human plasma PAF acetylhydrolase (pPAFAH); recombinant pPAFAH, FP-rhodamine probe fluorescence polarization; 1.5% of 330,000 active; inhibition, % at 3.39 µM;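 active = inhibition above the mean inhibition across the screen plus 3 SD, cut at about 25% in these data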;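 also: inhibitors block binding of the rhodamine activity-based probe so polarization drops; 0% = enzyme with DMSO and 100% = wells lacking pPAFAH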
PAFAH2 FP inh = PAFAH2 (human) inhibition | AID 492956 | inhibition, % at 3.39 µM | Q99487 | recombinant PAFAH2, FP-rhodamine activity probe, fluorescence polarization | 0.99% of 340,000 active;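 active = inhibition above the mean over all tested compounds plus 3 SD, cut at about 30% in these data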;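 also: inhibitors block probe labeling of enzyme so polarization drops; 0% = enzyme with DMSO and 100% = wells lacking PAFAH2 protein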
LYPLA1 inh = blocks human lysophospholipase 1, a PME1 counter-screen | O75608 | recombinant LYPLA1, FP-Rh probe fluorescence polarization | inhibition, % at 5.9 µM | 0.16% of 320,000 active | AID 2174;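 active = inhibition above the mean of all tested compounds plus 3 SD, set per campaign, cut at about 14% in these data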;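 also: inhibitors block serine hydrolase probe labeling of LYPLA1 so polarization falls; 0% = enzyme with DMSO and 100% = wells lacking LYPLA1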
GSTO1 counter = GSTO1 inhibition, counter-screen for RBBP9 inhibitors; P78417; recombinant GSTO1, activity-based probe fluorescence polarization; inhibition, % at 5.96 µM; 1.1% of 300,000 active;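 active = inhibition above the campaign mean inhibition plus 3 SD, cut at about 35% in these data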;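 also: 0% = GSTO1-1 with DMSO and 100% = wells lacking GSTO1-1 enzyme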
PAFAH1B3 FP inh = blocks human PAF acetylhydrolase 1B catalytic subunit 3. inhibition, % at 3.39 µM. recombinant PAFAH1B3, FP-rhodamine probe, fluorescence polarization. 0.28% of 340,000 active;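 active = inhibition above the screen-wide average of all tested compounds plus 3 SD, cut at about 25% in these data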;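 also: 0% = enzyme with DMSO only and 100% = wells lacking PAFAH1B3 protein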
PAD4 FP inh = blocks human protein arginine deiminase 4 | inhibition, % at 6.36 µM | 0.41% of 330,000 active | recombinant PAD4, RCA probe fluorescence polarization;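 active = percent inhibition above a cutoff equal to the mean of all tested compounds plus 3 SD, cut at about 15% in these data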;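 also: 0% = PAD4 with RCA probe and DMSO and 100% = probe without PAD4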
Target sequence (Q9UM07 whole entry, looked up): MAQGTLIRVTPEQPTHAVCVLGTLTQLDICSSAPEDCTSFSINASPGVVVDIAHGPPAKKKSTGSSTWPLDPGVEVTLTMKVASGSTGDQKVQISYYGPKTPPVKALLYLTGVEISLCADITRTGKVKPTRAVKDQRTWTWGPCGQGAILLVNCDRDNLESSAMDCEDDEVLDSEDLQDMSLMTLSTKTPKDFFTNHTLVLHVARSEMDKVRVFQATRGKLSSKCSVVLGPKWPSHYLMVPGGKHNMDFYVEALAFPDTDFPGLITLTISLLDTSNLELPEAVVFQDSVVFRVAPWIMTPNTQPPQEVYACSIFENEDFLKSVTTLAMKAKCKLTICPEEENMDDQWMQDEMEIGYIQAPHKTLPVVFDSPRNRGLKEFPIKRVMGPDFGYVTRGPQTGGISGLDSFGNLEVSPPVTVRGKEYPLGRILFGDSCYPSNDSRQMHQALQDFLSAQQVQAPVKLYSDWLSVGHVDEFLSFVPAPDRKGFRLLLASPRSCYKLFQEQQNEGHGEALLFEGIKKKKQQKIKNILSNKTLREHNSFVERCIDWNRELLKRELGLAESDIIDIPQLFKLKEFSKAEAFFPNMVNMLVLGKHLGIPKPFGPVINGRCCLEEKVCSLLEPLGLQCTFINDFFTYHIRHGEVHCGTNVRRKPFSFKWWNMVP
* = called active by the depositor; / = not tested or not shown.

entry	mol	LYPLA2 inh	PAFAH1B3 FP inh	PAFAH1B2 inh	PAD4 FP inh	PME-1 inh
1	CCO[C@H]1OC(C(=O)N2CCCCCCC2)=C[C@@H](c2coc3ccccc3c2=O)[C@@H]1CCCO	3	18	6	-1	-6
2	CCCC(C)c1nnc(NC(=O)C2CC(=O)N(c3ccc(OCC)cc3)C2)s1 (configuration not stated)	8	-7	3	-2	-5
3	CC/S(=N\S(=O)(=O)c1ccc(C)cc1)c1ccccc1 (configuration not stated)	7	9	-1	3	-8
4	COCc1ccc(C(=O)N(C)CC2CCCN(CCc3ccc(Cl)cc3)C2)o1 (configuration not stated)	4	9	-3	-6	6
5	O=C(CCc1ccccc1)Nc1nc2c(F)cc(F)cc2s1	-16	0	4	-4	-7
6	COc1cc(C2CC(=O)Oc3cc(C)c(Cl)c(C)c32)cc(OC)c1OC (configuration not stated)	/	3	2	3	/
7	Cc1ccc(-c2cc(C(F)(F)F)n3nc(C(=O)Nc4ccon4)cc3n2)cc1C	2	14	6	-1	-2
8	Cc1ccc(/C=N/NC(=O)CNC(=O)COc2ccccc2)o1	-6	1	-4	1	-2
9	COc1ccc(NC(=O)c2cc(-c3cc(Cl)ccc3O)n[nH]2)c(OC)c1	0	10	4	3	-2
10	CN(Cc1ccccc1)C(=O)CN1CCN(S(=O)(=O)c2ccc(Cl)c(Cl)c2)CC1	3	6	30*	3	20
11	Cc1cccc(N2C(=O)CS/C2=N\NC(=O)c2ccc(Cl)cc2)c1C	9	7	1	5	5
12	CC(C)(C)NCC(=O)N/N=C/c1ccc(OCc2ccccc2)cc1	-1	6	6	2	3

entry	pPAFAH FP inh	LYPLA1 inh	PAFAH2 FP inh	GSTO1 counter
1	1	-1	0	1
2	6	-1	-5	5
3	-3	0	8	3
4	2	0	8	-4
5	4	-4	-2	3
6	-2	/	2	/
7	3	0	0	-1
8	0	-4	5	-3
9	1	2	0	9
10	1	-4	0	/
11	2	6	-4	0
12	-1	-2	1	-3

Next section.
entry	mol	LYPLA2 inh	PAFAH1B3 FP inh	PAFAH1B2 inh	PAD4 FP inh	PME-1 inh
13	O=C(NC1CCCCC1)N1CCCC(c2nc(-c3ccc(S(=O)(=O)N4CCCC4)cc3)no2)C1 (configuration not stated)	4	-6	-2	-2	3
14	CC1CN(C(=O)C(c2ccccc2)c2ccccc2)CC(C)O1 (configuration not stated)	1	8	1	-1	-6
15	Cc1noc(C)c1CSc1nc2ccccc2n1C	-1	-2	2	2	-1
16	O=C(c1oc2ccccc2c1CSCc1ccccc1)N1CCN(c2ncccn2)CC1	-12	-2	3	-1	-8
17	CCc1nc(C)cc(N)c1OCc1ccccc1	-4	0	-6	-1	1
18	COc1ccc(OC)c(CCNC(=O)CS(=O)(=O)Cc2nc(-c3ccccc3C)oc2C)c1	4	-4	-1	-2	0
19	CCN(CC)S(=O)(=O)c1cccc(-c2n[nH]c(=S)n2/N=C/c2ccc(Br)cc2)c1	7	14	-1	5	18
20	CC(/C=C/c1ccccc1)=N\NC(=S)NC(C)C	2	6	1	-4	-1
21	Cc1cc(C)cc(NCC(=O)Nc2c(C)cccc2C)c1	6	3	4	-3	-6
22	C[C@H](CO)N1C[C@H](C)[C@@H](CN(C)S(=O)(=O)c2cccs2)Oc2c(NC(=O)CCC(F)(F)F)cccc2C1=O	/	-3	0	-1	/
23	CCNc1nc(SCC(=O)Nc2ccc(Cl)c(Cl)c2)nc(N2CCOCC2)n1	-7	0	0	-6	0
24	COc1ccc(OC)c(N2C(=O)CC(C(C)c3ccccc3)C2=O)c1 (configuration not stated)	-9	8	0	1	-5

entry	pPAFAH FP inh	LYPLA1 inh	PAFAH2 FP inh	GSTO1 counter
13	3	1	-4	1
14	-4	0	-1	2
15	0	-3	-3	-9
16	9	-6	2	-1
17	3	2	-5	1
18	8	1	2	3
19	14	-2	15	3
20	3	-3	3	-7
21	2	1	1	0
22	1	/	3	/
23	-5	-10	-10	-9
24	-2	-3	-3	7

Other records
entry	mol	LYPLA2 inh	PAFAH1B3 FP inh	PAFAH1B2 inh	PAD4 FP inh	PME-1 inh
25	CC(C)=NNc1nc(-c2ccccc2)c(C)s1	1	-3	0	-3	4
26	CCn1cc(C(=O)Nc2ccc(C)c([N+](=O)[O-])c2)cn1	-5	8	1	-1	-3
27	O=C(Nc1cccc(S(=O)(=O)N2CCOCC2)c1)[C@@H]1CCCN1S(=O)(=O)c1ccc(Cl)cc1	0	-2	9	-4	0
28	CC(C)c1ccc(N2CC(C)(C)C2=O)cc1	-5	4	2	-9	2
29	CC(OC(=O)C1CSC2(C)CCC(=O)N12)C(=O)Nc1ccc(F)cc1 (configuration not stated)	1	8	4	-9	-4
30	N#C/C(=C\c1cn(CCOc2ccccc2)c2ccccc12)C(=O)NCc1ccco1	1	3	6	8	12
31	CC(Sc1nc2ccccc2s1)C(=O)NCc1ccc2c(c1)OCO2 (configuration not stated)	0	4	24	4	3
32	COc1ccccc1OCC(=O)Nc1nc2c(s1)CCCC2	0	5	6	3	-7
33	O=C(CN1CCCC1)Nc1ccc(-c2nc3cc(NC(=O)CN4CCCC4)ccc3o2)cc1	3	-4	2	-2	-9
34	CCOC(=O)c1sc(NC(=O)C2CC(=O)N(c3ccc(OCC)cc3)C2)nc1C (configuration not stated)	-2	-8	3	4	-5
35	CS(=O)(=O)c1ccccc1C(=O)Nc1ccc(S(=O)(=O)N2CCCC2)cc1	/	14	5	-1	/
36	c1ccc(Cn2c(CN3CCCC3)nc3ccccc32)cc1	-6	2	-2	5	-1

entry	pPAFAH FP inh	LYPLA1 inh	PAFAH2 FP inh	GSTO1 counter
25	7	-2	4	6
26	2	-2	-3	1
27	2	-5	7	1
28	0	2	12	-3
29	-3	-1	6	/
30	1	0	-1	2
31	3	1	12	0
32	-1	-5	-4	3
33	5	-2	-4	-73
34	1	-4	1	-1
35	3	/	9	/
36	6	-1	5	-1

Next section:
entry	mol	LYPLA2 inh	PAFAH1B3 FP inh	PAFAH1B2 inh	PAD4 FP inh	PME-1 inh
37	CCn1c(SCC(=O)NCc2ccco2)nnc1C1CCCC1	16	-1	3	-3	3
38	CNc1nc2c3ccccc3n(C(C)=O)c2s1	3	2	0	-5	4
39	COc1ccc(OCc2cc(=O)[nH]c3ccccc23)cc1	1	1	-1	-2	2
40	COc1ccc(Cl)cc1NC(=O)CNc1ccccc1N1CCOCC1	-1	9	7	0	6
41	CCCCn1c(N)c(N(CCOC)C(=O)CSCc2ccc(Cl)c(Cl)c2)c(=O)[nH]c1=O	5	6	1	-2	-1
42	Cc1ccc(P(=O)(CSC(=N)N)c2ccc(C)cc2)cc1	5	11	2	24*	1
43	Cc1cc(C)n(-c2cc(-c3ccccc3)nc(C)n2)n1	-4	7	-1	-1	-3
44	O=C(CSc1nnc(CCc2nc3ccccc3[nH]2)n1-c1ccccc1)NCc1ccccc1	3	9	5	2	-7
45	O=C(/C=C/c1cccs1)Nc1sc2c(c1C(=O)O)CCCC2	3	14	23	2	-4
46	CN1C(=O)/C(=C/c2ccccc2OCc2ccc(F)cc2)N(C)C1=S	1	7	-2	1	1
47	Cc1ccc(NC(=O)C2CCCN(S(=O)(=O)c3c(C)noc3C)C2)cc1F (configuration not stated)	3	-3	1	1	-1
48	O=S(=O)(/N=C(/Nc1cccnc1Cl)c1ccccc1)c1ccccc1	/	12	15	-5	/
49	Cc1ccc(SCC(=O)NCC2COc3ccccc3O2)cc1 (configuration not stated)	-2	-3	13	1	1

entry	pPAFAH FP inh	LYPLA1 inh	PAFAH2 FP inh	GSTO1 counter
37	-4	4	4	0
38	5	2	0	0
39	-3	-2	1	-1
40	6	-2	4	8
41	4	-1	-5	3
42	1	1	4	5
43	8	-2	1	0
44	3	-3	1	-3
45	20	3	22	-22
46	2	-2	3	-2
47	-2	-1	-5	6
48	-1	/	9	/
49	-1	-3	-3	/

Not all compounds are listed; count on the stated rates, not on these rows.
